# Screening data from PubChem.
# SNCA expr inhib: SNCA gene expression inhibition. Potency, µM (series often up to 57.2 µM), for the others: at the top dose activity change, negative = inhibition, hits mostly inhibitors. 140,000 tested, 0.17% active. HEK-293 SNCA-luciferase knock-in, luminescence, 24 h;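 also: potency is read from the fitted curve at half-maximal effect; plate controls were DMSO cells for no effect and cell-free wells for full effect; nearly all actives have a fitted effect of over 45% in size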
# HEK293 viab: cell viability loss counter-screen | 150,000 tested, 0.12% active | HEK-293-SNCA-luc viability, GF-AFC fluorescence, 24 h | AID 1671193 | Potency, µM (doses to about 57.1 µM), for inactives: at the highest dose activity change, negative = cytotoxicity, most hits filed as cytotoxic;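 also: potency is read from the fitted curve at half-maximal effect; 0% = DMSO-treated cells and -100% = medium-only wells without cells; nearly all actives have a fitted effect of over 30% in size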
#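 HEK-293-SNCA-luc cells (1500/well) plated 24 h, then exposed 24 h to a dilution series; GF-AFC added 30 min at 37C, fluorescence 405/540 nm; normalised to medium-only and DMSO wells, Hill fit.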
# HEK cytotox: cytotoxic compounds in HEK 293 cells. HEK 293 viability, ATP luminescence (CellTiter-Glo), 48-72 h. Potency, µM (top dose mostly 115 µM), inactives show at the highest dose activity change, negative = cytotoxicity, most hits filed as inhibitors. 94,000 tested, 6.6% active. AID 1345083; also: potency is read from the fitted curve at half-maximal effect; nearly all actives have a fitted effect of over 60% in size
#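 Viability of HEK 293 cells, plated at 250 cells/well, was judged by cellular ATP after compound treatment for 48 or 72 hr. Luminescence was imaged 10 min after CellTiter-Glo addition at room temperature.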
# FLuc inh: inhibitors of firefly (Photinus pyralis) luciferase; purified P. pyralis luciferase, luminescence, biochemical; Potency, µM (titrated, usually from 115 µM), for inactives: at the highest dose activity change, negative = inhibition, usual class: inhibitors; 76,000 tested, 2.5% active; also: potency is read from the fitted curve at half-maximal effect; nearly all actives have a fitted effect of over 65% in size
#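 FLuc 10nM, D-luciferin 10uM, ATP 10uM, Mg acetate 10mM, Tris acetate pH 7.5, Tween/BSA; cpd qHTS; enzyme added last; CCD luminescence.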
# 3T3 cytotox: cytotoxic compounds in NIH 3T3 cells; NIH 3T3 viability, CellTiter-Glo ATP luminescence, 48-72 h; Potency, µM (doses to about 96.7 µM), without a hit: at the top dose activity change, negative = cytotoxicity, hits mostly inhibitors; 94,000 tested, 4.3% active; AID 1345082; also: potency is read from the fitted curve at half-maximal effect; nearly all actives have a fitted effect of over 55% in size
#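 First NIH 3T3 cells are plated at 400 cells/well; next compound is pinned in; then plates incubate 48 or 72 hr at 37 °C; finally CellTiter-Glo is added and luminescence read after 10 min.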
# IP6K1 inh: IP6K1 kinase inhibition. Q92551. IP6K1 kinase, ADP-Glo luminescence, 2 h; stronger effect = lower value. activity change, % (series mostly up to about 58 µM). 140,000 tested, 0.81% active. AID 1645851; in the data active = activity change below about -25%
# Target sequence (Q92551 whole entry, looked up): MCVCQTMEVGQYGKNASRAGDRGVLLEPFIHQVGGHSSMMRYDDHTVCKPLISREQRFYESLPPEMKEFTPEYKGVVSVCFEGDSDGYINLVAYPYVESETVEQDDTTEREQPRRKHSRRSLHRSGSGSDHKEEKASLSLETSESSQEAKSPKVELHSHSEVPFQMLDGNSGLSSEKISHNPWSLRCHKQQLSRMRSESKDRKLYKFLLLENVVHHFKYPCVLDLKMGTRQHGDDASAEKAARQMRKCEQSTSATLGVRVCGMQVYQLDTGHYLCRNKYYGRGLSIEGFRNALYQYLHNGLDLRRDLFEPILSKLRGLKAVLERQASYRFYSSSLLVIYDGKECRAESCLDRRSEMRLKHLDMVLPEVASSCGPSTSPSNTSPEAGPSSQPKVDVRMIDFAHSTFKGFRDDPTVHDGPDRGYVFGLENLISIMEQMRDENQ
#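 ADP-Glo luminescence measures ADP made by human IP6K1 during a 2 h RT reaction with ATP/IP6 (mix at 1.3 mM/130 uM); top library doses 57.5 and 19.1 uM final.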
# GPT2 inhibitor: inhibitors of human GPT2 alanine aminotransferase; AID 1671188; Q8TD30; Recombinant GPT2, coupled pyruvate oxidase/HRP Amplex Red fluorescence; Potency, µM (highest dose often 57.7 µM), for inactives: at the top dose activity change, negative = inhibition, most hits filed as inhibitors; 100,000 tested, 0.25% active; also: potency is read from the fitted curve at half-maximal effect; nearly all actives have a fitted effect of over 60% in size; many of its hits are not listed in these tables
# Target sequence (Q8TD30 whole entry, looked up): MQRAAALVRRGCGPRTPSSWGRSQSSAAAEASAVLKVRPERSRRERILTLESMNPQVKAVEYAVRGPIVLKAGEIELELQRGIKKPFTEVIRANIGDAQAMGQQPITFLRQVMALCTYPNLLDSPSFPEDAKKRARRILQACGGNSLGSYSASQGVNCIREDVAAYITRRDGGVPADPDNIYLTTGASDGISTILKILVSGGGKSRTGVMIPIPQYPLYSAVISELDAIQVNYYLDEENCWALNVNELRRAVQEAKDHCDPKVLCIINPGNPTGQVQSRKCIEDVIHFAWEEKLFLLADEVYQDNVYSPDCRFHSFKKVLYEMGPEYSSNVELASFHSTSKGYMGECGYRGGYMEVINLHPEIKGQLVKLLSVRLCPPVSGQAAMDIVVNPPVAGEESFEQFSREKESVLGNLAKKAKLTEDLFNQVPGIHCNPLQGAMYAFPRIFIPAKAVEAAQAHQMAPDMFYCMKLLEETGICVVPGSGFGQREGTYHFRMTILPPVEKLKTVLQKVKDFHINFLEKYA
#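 Inhibition is scored from Amplex Red fluorescence generated when pyruvate oxidase and HRP act on pyruvate released by GPT2. Reactions contain 10ng/uL enzyme, 250uM a-KG and 2mM L-alanine and run 30 min at room temperature.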
# Starred values were filed as active, the others as inactive; i = inactive; ? = inconclusive; / = not tested or not shown; [ ] = dose if it differs, or a comment. Unless noted, calls follow the shape of the dose curve; as a rule, active = well fitted curve in the direction sought with a large enough effect; inconclusive = small, poorly fitted or top-dose-only effect, or another doubt; inactive = no such curve, though single readings can be large; an effect the other way counts as inactive or inconclusive. Unless noted, % is scaled to controls: 0 for no effect and ±100 for the full control effect.
# Results follow in this order: SNCA expr inhib	HEK293 viab	HEK cytotox	FLuc inh	3T3 cytotox	IP6K1 inh	GPT2 inhibitor
- O=C1Cc2c(-c3cccc(C(F)(F)F)c3)n[nH]c2CN1Cc1ccccc1
    -18%[87.6 µM]	4%[87.6 µM]	-17%[172 µM]	5%[172 µM]	?	-13	0%[88.5 µM]
- O=C1CN(C(=O)Cc2ccccc2)C(c2ccc(F)cc2)c2cc(Br)ccc2N1 (configuration not stated)
    -26%	-16%	/	/	/	-9	/
- O=C(NCc1ccc2c(c1)OCO2)C1NCCc2[nH]cnc21 (configuration not stated)
    -6%	3%	-7%	11%	3%	7	-7%
- CC1(NC(=O)C2CC2)CN(Cc2nc(-c3ccccc3OCc3ccccc3)cs2)C1
    30%[activator][87.6 µM]	-21%[87.6 µM]	79µM*	7.9µM*	?	11	2%[88.5 µM]
- COc1cc2c(cc1OC)C(CNC(=O)c1ccc(Cl)cc1)N(C(=O)Nc1ccccc1)CC2 (configuration not stated)
    24%	-19%	-23%	-17%	-27%	-5	?
- O=C(NCCc1ccccc1)C1CCN(c2cc(C(F)(F)F)ncn2)CC1
    -5%	2%	-21%	-2%	-15%	10	0%
- OC[C@H]1O[C@@H](OC(CCCCc2ccc(O)cc2)CCc2ccc(O)cc2)[C@H](O)[C@@H](O)[C@@H]1O (some centres not stated)
    /	6%[23.9 µM]	/	/	/	-12	-7%[27.3 µM]
- Cc1cnc(CCNC(=O)Cn2c(=O)oc3ccccc32)n1C1CC1
    -6%	10%	-22%	3%	-11%	11	-8%
- O=C1COc2ccc(-c3ccncc3)nc2CN1Cc1ccccc1
    8%[87.6 µM]	-3%[87.6 µM]	?	-4%[172 µM]	?	4	i
- Cc1ccc(-n2ncc3c(Nc4ccc(Oc5ccccc5)cc4)ncnc32)cc1
    68%[activator]	-10%	/	/	/	10	/
- O=C(NCCc1ccncc1)c1ccc(OC2CCN(C(=O)C3CC3)CC2)cc1
    27%	3%	2%	-11%	-16%	34	?
- Cc1ncsc1C(=O)N1CCc2c(n(Cc3cccnc3)n(CCc3ccccc3)c2=O)C1
    21%	8%	i	5%	?	2	3%
- CN1CCCN(C[C@@H]2CN(Cc3cccc(CCN)c3)C[C@@H]2CO)CC1
    -8%	-7%	4%	0%	-1%	-17	-6%
- CCc1cccc(-n2c(=O)c3cccnc3n2CC(=O)NCc2ccccc2Cl)c1
    10%	10%	/	/	/	-3	/
- CC1=C(C(=O)OC(C)C)C(c2ccc(Cl)cc2)N2C(CC(=O)N3CCCC3)=CSC2=N1 (configuration not stated)
    13%	-10%	?	3%	?	-7	1%
- O=C(COc1ccc(F)cc1)NC1CCc2n[nH]c(=O)n2CC1 (configuration not stated)
    -2%	3%	-9%	10%	-14%	-14	3%
- Cc1ccc(C)c(N2CCN(C(=O)C3CCN(S(=O)(=O)c4cn(C)cn4)CC3)CC2)c1
    3%	-3%	/	/	/	12	/
- CCCc1nc(C(=O)N(C)CCSc2ccc(C)cc2)cs1
    4%	4%	?	-12%	?	3	3%
- COc1ccccc1Cc1nc(-c2nnn3c2COC(c2ccc(Cl)cc2)C3)no1 (configuration not stated)
    17%	0%	?	0%	?	11	i
- COc1cccc(N2CCN(C(=O)c3cnn(C(C)(C)C)c3C3CCN(C(=O)OC(C)(C)C)CC3)CC2)c1
    -10%	5%	/	/	/	1	/

# Gathered by group, the entries above containing an aryl methoxy group (3)
# Results follow in this order: SNCA expr inhib	HEK293 viab	HEK cytotox	FLuc inh	3T3 cytotox	IP6K1 inh	GPT2 inhibitor
- COc1cc2c(cc1OC)C(CNC(=O)c1ccc(Cl)cc1)N(C(=O)Nc1ccccc1)CC2 (configuration not stated)
    24%	-19%	-23%	-17%	-27%	-5	?
- COc1ccccc1Cc1nc(-c2nnn3c2COC(c2ccc(Cl)cc2)C3)no1 (configuration not stated)
    17%	0%	?	0%	?	11	i
- COc1cccc(N2CCN(C(=O)c3cnn(C(C)(C)C)c3C3CCN(C(=O)OC(C)(C)C)CC3)CC2)c1
    -10%	5%	/	/	/	1	/

# Next records.
# Results follow in this order: SNCA expr inhib	HEK293 viab	HEK cytotox	FLuc inh	3T3 cytotox	IP6K1 inh	GPT2 inhibitor
- Cn1cncc1-c1nnc([C@H]2CCN(CC3CC3)C2)o1
    113%[activator][87.6 µM]	5%[87.6 µM]	-23%[230 µM]	?	2%[174 µM]	-11	i
- COc1ccc(-c2cc(C(F)(F)F)nc(SCC(=O)N3CCCCC3)n2)cc1
    -17%	5%	/	/	/	22	/
- Cc1cncc(NC(=O)CC2COc3ccc(C(=O)N(C)C)cc3N2C)c1 (configuration not stated)
    -21%	-9%	-3%	0%	-5%	0	i
- CCCNC(=O)CCC1CCN(c2cc(NCCC)ncn2)CC1
    3.2µM*	-1%	1%	?	-11%	18	i
- O=C(c1ccco1)N1CC(Oc2ccccc2-c2nc(-c3cnccn3)no2)C1
    4%	-17%	?	/	-35%	20	4%
- O=C(Nc1ccc2ncnc(N3CCCC3)c2c1)c1ccc(F)cc1Cl
    0%	-12%	?	-9%	?	-13	4%
- CCOc1ccc(NC(=O)N2[C@@H]3CC[C@H]2CC(NC(=O)c2ccc(F)cc2)C3)cc1 (some centres not stated)
    0%	-8%	?	/	?	18	-4%
- O=C([C@@H]1C[C@H](F)CN1C(=O)c1cccc(Cl)c1)N1CCCCC1
    13%	-11%	6%	4%	i	14	4%
- COC1CC(=O)C23C(=O)NC(CC(C)C)C2C(C)C(C)=CC3/C=C(\C)CCC1O (configuration not stated)
    /	-24%[23.9 µM]	/	/	/	-5	i
- CNC(=O)[C@@H]1CN(C(=O)Cn2nc(C(F)(F)F)cc2C)C[C@H]1c1n[nH]c(C)n1
    29%	5%	-1%	2%	-6%	27	0%
- O=C(O)CC1C(=O)NCCN1C1Cc2ccccc2C1 (configuration not stated)
    -7%	4%	15%	-9%	i	7	2%
- CC(C)N1C(=O)C2(CCCC2)C1C(=O)N1CCCCC1 (configuration not stated)
    18%	0%	-24%	0%	-11%	4	i
- Cc1noc([C@H]2CCN(C(=O)CC3CCCC3)C[C@H]2NC(=O)C2CC2)n1
    26%	10%	-27%	/	-16%	11	2%
- Cc1ccc(C(=O)N2CCc3onc(-c4cccc5ccccc45)c3C2)cc1
    ?	?	40µM*	-10%	?	4	-8%
- CC(C)Oc1ccc(CN2CCc3nc(N4CCN(C)CC4)[nH]c(=O)c3CC2)cc1
    13%	?	1%	-4%	-1%	1	1%
- COc1nccnc1NC1CCN(C(=O)Cc2ccccc2)CC1
    -21%	-5%	7%	3%	i	-14	i
- COC(=O)c1c(C)oc2ccc(N(C(=O)c3ccncc3)S(=O)(=O)c3c(C)cc(C)cc3C)cc12
    -23%	8%	/	/	/	8	/
- O=C(Nc1cccc(F)c1)C1CCN(C(=O)c2ncn3c2COC(c2ccccc2)C3)CC1 (configuration not stated)
    57%[activator]	5%	6%	1µM*	-1%	8	i
- Cc1ccc(Nc2ccnc(N3CCCC(C(=O)N4CCN(c5ncccn5)CC4)C3)n2)cc1 (configuration not stated)
    14%	0%[12.5 µM]	20µM*	/	?	0	-10%
- CC(C)c1cccc(NC(=O)C2CCN(C(=O)c3ncn4c3COC(c3ccc(F)cc3)C4)CC2)c1 (configuration not stated)
    -14%	0%	?	-12%	-16%	2	-7%
- CC(C)C(=O)N1Cc2ccccc2CC2(CCCCN2C)C1 (configuration not stated)
    3%	11%	-6%	/	i	3	-11%
- COc1ccc(N2Cc3cccc(C(=O)Nc4ccc(C)c(C)c4)c3C2=O)cc1
    45%[activator]	-19%	/	/	/	15	/
- COc1ncccc1-c1cc2c(ccn2C(C)C)c(C(=O)NCc2c(C)cc(C)[nH]c2=O)n1
    19%	-10%	?	2%	?	-14	-9%
- CCn1ccc2cc(S(=O)(=O)N3CCCN(C(=O)Nc4ccccc4F)CC3)ccc21
    -2%	10%	/	/	/	14	/
- COc1ccc(OC)c(CNC(=O)C2COc3ccccc3C2)c1 (configuration not stated)
    12%	15%	/	/	/	20	/
- CCOC(=O)c1c(C)[nH]c(C)c1S(=O)(=O)N(C)CC(=O)Nc1ccc(C)c(N(C)C)c1
    5%	-17%	/	/	/	-13	/
- Cc1ccc(S(=O)(=O)NCC(c2ccco2)N2CCOCC2)cc1 (configuration not stated)
    0%	-4%	/	/	/	-7	/
- COC(=O)CN1C(=O)[C@@H]2C[C@@H](O)CN2C2(CN(Cc3ccccc3F)C2)C1=O
    -17%[87.6 µM]	-5%[87.6 µM]	1%[172 µM]	-2%[172 µM]	i	-4	i
- CN(C)C(=O)CN1C(=O)CO[C@H](c2ccc(NC(=O)c3cccc(C#N)c3)cc2)[C@H]1CO
    -22%	1%	1%	1%	-4%	-5	1%
- COc1ccc(OC)c(S(=O)(=O)N2CCC(OC3CCN(C)CC3)CC2)c1
    7%	3%	9%	-1%	i	6	i
- COc1cc(CCC(=O)NCc2ccc3c(c2)CCN3C(=O)c2ccc(F)cc2)cc(OC)c1OC
    -4%	5%	/	/	/	11	/
- Cc1ccc(-c2nnc(SCc3ccccc3C)o2)cc1
    233%[activator]	4%	/	/	/	21	/
- CCOc1cc(C2c3c(oc4ccc(F)cc4c3=O)C(=O)N2Cc2ccc(C)cc2)ccc1O (configuration not stated)
    21%	7%	/	/	/	0	/
- Cc1ccc(Nc2cc(C(=O)NCc3cccs3)c3ccccc3n2)c(C)c1
    6%	1%	/	/	/	11	/
- Cc1ccc(Cn2c(SCc3ccc(C(=O)NCCc4ccccc4)cc3)nc3ccncc32)cc1
    28%	-14%	/	/	/	21	/
- CCCCOC(=O)CC(CC(=O)OCCCC)(OC(C)=O)C(=O)OCCCC
    -7%[25.6 µM]	-7%[23.9 µM]	/	/	/	-3	?
- CO[C@H]1C[C@@H](O)C12CCN(C(=O)CCc1cn3ccccc3n1)CC2
    25%	2%	-14%	3%	-7%	7	3%[11.5 µM]
- Cc1ccc(NC(=O)c2sc3nc(-c4ccncc4)ccc3c2N)cc1
    17%	5%	/	/	/	38	/
- CCOC(=O)c1c(NC(=O)CSc2cn(CCNC(=O)c3ccccc3OC)c3ccccc23)sc2c1CCC2
    -24%	-3%	/	/	/	30	/
- C[C@H]1CCCN1C(=O)c1nnc(COc2cccc(C(F)(F)F)c2)n1-c1ccccc1
    5%[87.6 µM]	-15%[87.6 µM]	?	2%[172 µM]	?	-7	2%[88.5 µM]
- CCN1CCC2(CCC1=O)CN(Cc1cscn1)CCN2C (configuration not stated)
    -17%	-2%	2%	1%	-25%	8	4%

# An excerpt of these results, tab-delimited.
SMILES	SNCA expr inhib	HEK293 viab	HEK cytotox	FLuc inh	3T3 cytotox	IP6K1 inh	GPT2 inhibitor
CCCCOC(=O)CC(CC(=O)OCCCC)(OC(C)=O)C(=O)OCCCC	-7%[25.6 µM]	-7%[23.9 µM]	/	/	/	-3	?
CO[C@H]1C[C@@H](O)C12CCN(C(=O)CCc1cn3ccccc3n1)CC2	25%	2%	-14%	3%	-7%	7	3%[11.5 µM]
Cc1ccc(NC(=O)c2sc3nc(-c4ccncc4)ccc3c2N)cc1	17%	5%	/	/	/	38	/
